# GCN5L2 inh = qHTS Assay for Inhibitors of GCN5L2. Histone acetyltransferase KAT2A (Homo sapiens), Q92830. GCN5L2 HAT assay, ThioGlo1 CoA-SH fluorescence. Potency, µM (series often up to 58.9 µM), for the others: at the highest dose activity change, negative = inhibition, actives largely listed as inhibitors. 390,000 tested, 0.21% active
# Target sequence (Q92830 whole entry, looked up): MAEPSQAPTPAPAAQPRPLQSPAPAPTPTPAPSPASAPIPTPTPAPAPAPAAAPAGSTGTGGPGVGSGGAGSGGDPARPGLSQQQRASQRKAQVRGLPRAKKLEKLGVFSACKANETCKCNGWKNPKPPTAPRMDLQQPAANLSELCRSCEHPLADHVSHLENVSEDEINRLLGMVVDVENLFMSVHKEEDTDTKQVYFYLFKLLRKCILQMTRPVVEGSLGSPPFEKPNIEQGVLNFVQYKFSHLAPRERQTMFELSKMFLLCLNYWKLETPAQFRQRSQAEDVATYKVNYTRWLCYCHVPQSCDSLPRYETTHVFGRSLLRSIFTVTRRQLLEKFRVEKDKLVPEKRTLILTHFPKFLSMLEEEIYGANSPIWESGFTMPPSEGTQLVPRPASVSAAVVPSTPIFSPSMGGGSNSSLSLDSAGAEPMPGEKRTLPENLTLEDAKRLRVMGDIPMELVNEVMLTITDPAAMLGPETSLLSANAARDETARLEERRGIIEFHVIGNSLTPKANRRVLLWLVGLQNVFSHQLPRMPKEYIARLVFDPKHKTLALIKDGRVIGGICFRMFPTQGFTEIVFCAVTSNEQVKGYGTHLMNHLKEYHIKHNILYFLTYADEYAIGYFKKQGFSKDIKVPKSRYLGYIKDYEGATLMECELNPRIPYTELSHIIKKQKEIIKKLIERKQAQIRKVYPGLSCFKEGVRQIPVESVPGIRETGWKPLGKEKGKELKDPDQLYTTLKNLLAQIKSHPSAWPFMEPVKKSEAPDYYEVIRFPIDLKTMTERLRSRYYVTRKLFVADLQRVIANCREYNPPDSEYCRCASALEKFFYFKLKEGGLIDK
#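 Preincubate 20nM GCN5L2 with compound 15 min, RT → add 50uM ThioGlo1 + 75uM H3(1-25) + 70uM acetyl-CoA → read fluorescence 0 and 20 min. Primary qHTS; fluorescent artifacts likely.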
# DT40 TDP1 CPT = qHTS for Inhibitors of human tyrosyl-DNA phosphodiesterase 1 (TDP1): qHTS in cells in presence of CPT; AID 686979, 2013; 420,000 tested, 12% active; chicken DT40 Tdp1-/-;hTDP1 cells + 20 nM CPT, ATP luminescence, 48 h; Potency, µM (doses to about 46.2 µM), for inactives: at the highest dose activity change, negative = growth inhibition, usual class: inhibitors; also: nearly all actives have a fitted effect of over 55% in size
#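 Chicken DT40 Tdp1-/- cells stably complemented with human TDP1 were seeded at 400 cells/well in medium containing 20 nM camptothecin, exposed to pin-transferred compounds, and grown at 37 °C for at least 48 hr. Viability was read as ATP luminescence.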
# DT40 TDP1 no CPT = qHTS for Inhibitors of human tyrosyl-DNA phosphodiesterase 1 (TDP1): qHTS in cells in absence of CPT; DT40 Tdp1-/- hTDP1 cells, no CPT, ATP luminescence, 48 h; Potency, µM (series often up to 46.2 µM), for inactives: at the highest dose activity change, negative = growth inhibition, actives largely listed as inhibitors; 420,000 tested, 15% active; AID 686978, 2013; also: nearly all actives have a fitted effect of over 55% in size
#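 Chicken DT40 Tdp1-/- cells complemented with human TDP1, screened without camptothecin (DMSO vehicle only), 400 cells/well. Compounds pin-transferred, cells incubated at 37 °C for at least 48 hr. Growth read as ATP-dependent luminescence (CellTiter-Glo, 30 min at RT).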
# * = called active by the depositor; ? = inconclusive; . = not tested or not shown; & = joins results of further samples; [ ] = remark or other dose. Calls follow the shape of the dose curve; as a rule, active = well fitted curve in the direction sought with a large enough effect; inconclusive = small, poorly fitted or top-dose-only effect, or another doubt; inactive = no such curve, though single readings can be large; an effect the other way counts as inactive or inconclusive. % is scaled to controls: 0 for no effect and ±100 for the full control effect; potency is read from the fitted curve at half-maximal effect.
# Below each SMILES: GCN5L2 inh	DT40 TDP1 CPT	DT40 TDP1 no CPT
> COc1ccc(-c2cc3nc(-c4ccccc4)cc(N4CCN(C(=O)c5ccsc5)CC4)n3n2)cc1
  .	7.31µM*	5.17µM*
> O=CN1CCN(C(=S)Nc2ccc(OC(F)F)cc2)CC1
  -11.6%	7.2%	4.2%
> O=C(Cc1ccc(Br)cc1)NC1CCN(Cc2ccccc2)CC1
  -0.2%	?	?
> CC(C(=O)OCC(=O)c1ccc([N+](=O)[O-])cc1)N1C(=O)C2C3CCC(C3)C2C1=O (stereo unspecified)
  10.1%	16.4µM*	?
> CC1CCN(CC(=O)Nc2ccccc2C(=O)c2ccccc2)CC1
  1.9%	20.6µM*	14.6µM*
> CCn1nnc(NC(=O)COc2ccc(C3CCCCC3)cc2)n1
  -11.2%	?	?
> CC(NC(=O)Cc1cccs1)C(c1cccs1)N1CCOCC1 (stereo unspecified)
  -4.0%	0.9%	-2.5%
> O=C(/C=C/c1ccccc1Br)c1ccc2c(c1)OCO2
  -12.2%	20.6µM*	23.1µM*
> COc1ccccc1OCCCc1c(C)n[nH]c1C
  -0.5%	?	-27.2%
> CNc1ccc(C(=O)OCC(=O)NC(=O)NC2CCCCC2)cc1[N+](=O)[O-]
  -8.4%	-8.2%	-7.5%
> COCCCCCCCCCCCC(=O)O
  9.5%	-16.2%[4.12 µM]	-9.9%[4.12 µM]
> Cc1cccc(-c2nc(CN3CCCC(C(=O)NC4CCCC4)C3)c(C)o2)c1 (stereo unspecified)
  -23.8%	?	11.6µM*
> CCN1CCN(Cc2nc3c(c(=O)n(C)c(=O)n3C)n2C(C)C(C)=O)CC1 (stereo unspecified)
  -1.1%	-5.4%	-8.0%
> O=C(NCc1ccc(Cl)cc1)c1cc(=O)nc2sc(-c3ccccc3)nn12
  1.8%	?	?
> CCCc1cc(=O)oc2c(C)c(OCC(=O)Nc3cccnc3)ccc12
  -16.8%	-28.1%	-7.4%

# Taken from above:
# O=C(Cc1ccc(Br)cc1)NC1CCN(Cc2ccccc2)CC1 – GCN5L2 inh = -0.2%
# O=C(/C=C/c1ccccc1Br)c1ccc2c(c1)OCO2 – DT40 TDP1 no CPT = 23.1µM*
# O=C(NCc1ccc(Cl)cc1)c1cc(=O)nc2sc(-c3ccccc3)nn12 – GCN5L2 inh = 1.8%
# COc1ccccc1OCCCc1c(C)n[nH]c1C – GCN5L2 inh = -0.5%

# Additional records follow:
# Below each SMILES: GCN5L2 inh	DT40 TDP1 CPT	DT40 TDP1 no CPT
> CC1CCCC(C)N1C(=O)COC(=O)c1cc(=O)[nH]c2ccccc12 (stereo unspecified)
  -0.8%	30.5%[activator]	-14.8%
> Cc1ccc(-n2ccnc(NCCc3ccc(S(N)(=O)=O)cc3)c2=O)cc1C
  22.3%	?	?
> COc1cccc(-c2ccc3c(N)c(C(=O)Nc4cc(C(F)(F)F)ccc4OC)sc3n2)c1
  2.3%	-16.6%	-12.4%
> COc1ccc2c(c1)OCc1c-2oc2cc(OC)ccc12
  -20.1%	-9.5%	-4.0%
> COc1cc(Cc2cc(OC)c(O)c(OC)c2)cc(OC)c1O
  .	16.4µM*	20.6µM*
> CCC(C)Sc1ccc([C@H]2N[C@@](C)(C(=O)OC)[C@H]3C(=O)N(C)C(=O)[C@@H]23)cc1 (stereo partly specified)
  1.4%	-29.0%	?
> O=C(CCCN1C(=O)c2cccnc2Oc2ccc(Cl)cc21)NCc1ccc(F)cc1
  -10.7%	?	?
> COc1ccccc1Oc1cc(F)nc(N)n1
  ?	2.6%	-3.0%
> COc1ccc(/C=C/C(=O)Nc2ccc(-c3nnc4n3CCCCC4)cc2)c(OC)c1
  0.8%	9.2µM*	2.31µM*
> CCCS(=O)(=O)NC(=O)C1(C)CCCN(C(=O)c2cccc(OC(F)(F)F)c2)C1 (stereo unspecified)
  .	-7.5%	-6.2%
> CC(C)C(NC(=O)c1ccco1)C(=O)OCC(=O)c1ccccc1 (stereo unspecified)
  -24.2%	-21.5%	15.6%
> COc1oc(-c2ccccc2)nc1C(F)(F)F
  -3.7%	6.9%	-1.7%
> COc1cc(CC(=O)NNC(=O)c2cc(C)oc2C)cc(OC)c1OC
  1.5%	11.8%	9.7%
> Cc1ccc(-c2csc(Cc3nc(-c4ccc5c(c4)CCC(=O)N5)cs3)n2)cc1
  -0.6%	?	?
> COc1cc(-c2nnc(COC(=O)c3ccc(C)o3)o2)cc(OC)c1OC
  0.9%	?	?
> C[C@@H]1CN([C@H](C)CO)C(=O)CCCn2nncc2CO[C@@H]1CN(C)S(=O)(=O)c1ccc(F)cc1
  .	11.9%	?
> O=C(NCCOc1cccc2cccnc12)c1cccs1
  -9.3%	-7.8%	-12.2%
> COC(=O)C1=C(SC)N(c2ccc(OC)cc2)C(c2ccccc2)CC1=O (stereo unspecified)
  1.0%	-25.7%	-27.2%
> CCC(C)N1CCCC1C(=O)Nc1c(C)cc(C)cc1C (stereo unspecified)
  -2.2%	-21.5%	-27.7%
> COC(=O)CCC(=O)OC1(C)C(=O)C=C2C=C(C3CC3)N(C3CCCCC3)C=C2C1=O (stereo unspecified)
  -20.5%	-0.4%	4.1%
> COc1ccc(S(=O)(=O)NCC2CCCN(Cc3cccc(C(C)=O)c3)C2)cc1 (stereo unspecified)
  -4.1%	5.3%	-2.3%
> COc1cc(-c2noc(C)c2C(=O)NCCO)cc(OC)c1OC
  1.4%	1.2%&-0.5%	-6.4%&8.7%
> CCOC(=O)C1CCCCN1C(=O)c1cnn(-c2nccc(-c3cc(C)sc3C)n2)c1C1CC1 (stereo unspecified)
  .	-9.2%[9.04 µM]	?
> COC(=O)c1cccc(Nc2ncnc3sccc23)c1
  -4.1%	20.6µM*	?
> O=C(N/N=C/c1cc(Br)cc(Cl)c1O)c1ccc2c(c1)OCO2
  .	0.82µM*	1.03µM*
> O=S(=O)(c1ccc(S(=O)(=O)N(Cc2ccccc2)Cc2ccco2)cc1)N1CCCC1
  .	14.6µM*	?
> CCCCCN(C(=O)CCC(=O)OCC(=O)N1CCCCC1CC)c1c(N)n(CCCC)c(=O)[nH]c1=O (stereo unspecified)
  .	-6.2%	-13.0%
> COC(=O)C1=C(O)/C(=C\c2ccc(OCC(=O)Nc3ccc(OC)cc3)cc2)N=C1C
  -6.9%	4.7%	2.5%
> Cc1ccc(C(=O)NC(C)c2ccc(C)c(C)c2)s1 (stereo unspecified)
  .	?	?
> COc1ccc(C2NN=C(c3c[nH]c4ccccc34)C2O)cc1 (stereo unspecified)
  -2.0%	?	?

# Single records, as listed above.
# Listed for `COC(=O)C1=C(SC)N(c2ccc(OC)cc2)C(c2ccccc2)CC1=O` (stereo unspecified) = GCN5L2 inh = 1.0%; DT40 TDP1 CPT = -25.7%; DT40 TDP1 no CPT = -27.2%
# Listed for `O=S(=O)(c1ccc(S(=O)(=O)N(Cc2ccccc2)Cc2ccco2)cc1)N1CCCC1` = GCN5L2 inh = .; DT40 TDP1 CPT = 14.6µM*; DT40 TDP1 no CPT = ?

# (list continues)
# Below each SMILES: GCN5L2 inh	DT40 TDP1 CPT	DT40 TDP1 no CPT
> C[C@H](O)[C@@H]1C(=O)N2CCc3ccc(N4CCOCC4)cc3[C@@H]2C[C@@H]1N(C)C(=O)Nc1ccccc1
  .	-16.2%	-8.8%
> CC1CCN(c2ccc(NC(=O)c3ccc(Br)o3)cc2)CC1
  -2.6%	2.9%	-4.3%
> Cc1cc(NC(=O)NC(=O)c2ccccc2F)no1
  -1.5%	-8.4%	-1.1%
> CCOC(=O)c1c(NC(=O)c2c(C(=O)O)cccc2[N+](=O)[O-])sc(C)c1C
  -13.9%	-7.5%	-11.8%
> COc1cc2oc(=O)cc(-c3ccc(-c4ccc(OC(F)(F)F)cc4)cc3)c2c(OC)c1OC
  ?	16.4µM*	11.6µM*
> C[C@@H]1C=C(C(=O)NC2CC2)O[C@H](OCc2ccc(CO)cc2)C1
  2.5%	-2.2%	-22.5%
> O=C(c1cc(F)ccc1F)C1CCCN(C(=O)c2ccc(F)cc2Cl)C1 (stereo unspecified)
  -1.2%	-8.7%	?
> Cc1nn(Cc2ccc(Cl)c(Cl)c2)c(C)c1NC(=O)c1cn(-c2ccccc2)nc1-c1ccccc1
  -3.2%	?	?
> CC[C@@H]1C(c2ccccc2)=NN(c2ccccc2)[C@H]1C(=O)N1CCOC1=O
  -27.2%	0.0%	0.2%
> COc1ccc(C(=O)NCC(c2cccnc2)N2CCN(c3ccc(F)cc3)CC2)cc1OC (stereo unspecified)
  -2.2%	?	?
> CN(C)CCCNC(=O)C1(O)c2cc(Br)ccc2NC(=O)N1c1ccc(Cl)cc1 (stereo unspecified)
  5.7%	15.7%	10.0%
> COC(=O)c1ccc(NC(=O)C2CCN(c3ncnc4c3nc3n4CCCCC3)CC2)cc1
  -8.3%	?	?
> CC(C)CCN1C(=O)c2ccc(C(=O)OCC(=O)N(CC(C)C)C3CCS(=O)(=O)C3)cc2C1=O (stereo unspecified)
  -2.6%	-8.3%	6.3%
> CC(NCc1ccc([N+](=O)[O-])cc1)C1COc2ccccc2O1 (stereo unspecified)
  4.0%	-0.6%	20.6µM*
> CC(C)(C)NC(=O)C(OC(=O)Cn1nnc(-c2ccc(F)cc2)n1)c1ccncc1 (stereo unspecified)
  -2.9%	7.5%	1.7%
> O=C(c1cc(Cl)ccc1Cl)N1CCc2ccccc21
  -14.4%	?	?
> Cc1ccc(S(=O)(=O)/N=C2\C=C(NS(=O)(=O)c3ccccc3)C(=O)c3ccccc32)cc1
  .	20.6µM*	25.9µM*
> CN(C)c1ccc(/C=C/c2ccnc3c(N)cccc23)cc1
  .	2µM*	1.41µM*
> CCOc1ccccc1N1CC(c2nc3ccccc3n2CCCOc2ccc(OC)cc2)CC1=O (stereo unspecified)
  -7.4%	0.0%	8.4%
> CCN1C(=O)c2ccc(C(=O)Nc3cccc(C(=O)O)c3)cc2C1=O
  -3.5%	12.9%	-1.3%
> CC(=O)Nc1ccc(S(=O)(=O)N2CCCC2C(=O)O)cc1 (stereo unspecified)
  2.3%	6.9%	-2.0%
> CCOC(=O)Cc1cc(=O)n2[nH]c(C)c(-c3ccccc3)c2n1
  -1.3%	?	?
> COc1cccc(C(=O)OCCCN(C)C)c1
  1.1%	-9.4%	-5.7%
> CCS(=O)(=O)N1N=C(c2cccc(NS(C)(=O)=O)c2)CC1c1ccc(C)cc1 (stereo unspecified)
  -7.4%	10.4%	-18.1%
> Cc1cc(=O)n2ncnc2n1COCCO
  -0.1%	2.3%	11.3%
> CC(C)=CCc1c(O)cc(O)c2c(=O)c(O[C@@H]3O[C@@H](C)[C@H](O)[C@@H](O)[C@H]3O)c(-c3ccc(O)cc3)oc12
  .	-27.4%	-21.9%
> CC(=O)c1ccc(C(=O)N2CCC(CO)(Cc3cccc(C(F)(F)F)c3)CC2)cc1
  1.0%	?	?
> O=C(NN=C1c2ccccc2-c2ccccc21)c1ccccn1
  -1.2%	?	?
> CC1CCCCC1NC(=O)c1cc2c(s1)CS(=O)(=O)C2 (stereo unspecified)
  2.5%	-4.4%	-6.7%
> COC(=O)C(F)(F)Sc1c(C)[nH]c2ccccc12
  -1.5%	?	?
> Cc1cccc(/C=N/NC(=O)Cn2nc(C)cc2C)n1
  0.0%	0.6%	3.1%
> CC1CCCC(NC(=O)COC(=O)c2ccc3ccccc3n2)C1C (stereo unspecified)
  -2.3%	-4.5%	-6.6%
> CC(C)NC(=O)N(C)C[C@H]1Oc2c(NC(=O)c3ccc(-c4nccs4)cc3)cccc2C(=O)N([C@@H](C)CO)C[C@H]1C
  -2.8%	?	?
> O=C(Cn1cnc2ccccc2c1=O)Nc1ccc2c(c1)OCCO2
  -2.3%	2.3%	-8.9%
> CCC(C)Sc1nc2ccccc2n1CC(=O)O (stereo unspecified)
  -11.9%	-17.3%	-1.7%
> COCCN(C(=O)Cc1cccs1)C(C(=O)NCc1ccc(OC)cc1)c1ccccc1 (stereo unspecified)
  -19.6%	?	?
> Cc1cccc(-n2cnc3cc(C(=O)NCc4ccccc4Cl)ccc32)c1
  1.0%	16.4µM*	?
> O=C1CC(c2nnc(Cc3ccccc3Cl)o2)CN1c1ccccc1 (stereo unspecified)
  3.0%	-1.7%	-3.3%
> CCOC(=O)C(CCCOc1ccc(C)cc1)C(=O)OCC
  -11.6%	-10.8%	-9.4%
> NC(=O)CN(Cc1ccccc1)S(=O)(=O)c1ccc2c(c1)OCCO2
  -3.7%	12.5%	2.0%
